BioA inh: M. tuberculosis BioA enzyme inhibitors, primary screen, biochemical, plate reader, single point, HTS. hit rate 0.096% among 360,000. inhibition, % at 9.99 µM. 7,8-diaminopelargonic acid synthase BioA (Mycobacterium tuberculosis). purified M. tuberculosis BioA enzyme; in the data active means inhibition above about 40%; inconclusive means no clear call, values can overlap the other calls
MazF activator: activators of E. coli MazEF toxin-antitoxin RNase, primary screen, biochemical, fluorescence, uHTS. Endoribonuclease toxin MazF (Escherichia coli (strain K12)), P0AE70. FAM/BHQ RNA-DNA oligo cleavage fluorescence, 5 h. activation, % at 20 µM. hit rate 0.32% among 350,000; in the data active means activation above about 50%
Target sequence (P0AE70 whole entry, looked up): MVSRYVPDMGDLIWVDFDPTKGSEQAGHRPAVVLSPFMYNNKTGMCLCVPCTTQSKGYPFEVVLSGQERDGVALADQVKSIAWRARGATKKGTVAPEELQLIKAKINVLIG
Mtb FBA inh: Mtb FBA enzyme inhibitors, primary screen, biochemical, fluorescence, strain H37Rv. Fructose-bisphosphate aldolase (Mycobacterium tuberculosis (strain ATCC 25618 / H37Rv)), …. AID 588726, 2011. purified M. tuberculosis FBA, fluorescence read-out. hit rate 2.3% among 360,000. inhibition, % at 1 µM; in the data active means inhibition above about 27%;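 further: 0% = vehicle and 100% = reference inhibitor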
Target sequence (P9WQA3 whole entry, looked up): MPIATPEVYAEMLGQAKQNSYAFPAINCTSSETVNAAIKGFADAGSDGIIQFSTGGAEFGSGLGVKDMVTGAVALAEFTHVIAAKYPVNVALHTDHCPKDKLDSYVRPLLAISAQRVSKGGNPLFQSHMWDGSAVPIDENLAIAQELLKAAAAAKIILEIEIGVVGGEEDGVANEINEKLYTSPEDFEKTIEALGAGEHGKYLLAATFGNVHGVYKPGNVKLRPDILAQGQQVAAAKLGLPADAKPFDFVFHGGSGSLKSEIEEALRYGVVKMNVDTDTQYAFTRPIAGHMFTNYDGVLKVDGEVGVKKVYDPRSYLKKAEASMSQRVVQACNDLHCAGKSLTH
VHR inh abs: VHR1 phosphatase inhibitors, primary screen, biochemical, absorbance, uHTS | Dual specificity protein phosphatase 3 (Homo sapiens), P51452 | recombinant VHR phosphatase, pNPP absorbance | inhibition, % at 13.3 µM | hit rate 0.52% among 290,000; in the data active means inhibition above about 50%; further: some compounds called inactive have numbers as strong as hits
Target sequence (P51452 whole entry, looked up): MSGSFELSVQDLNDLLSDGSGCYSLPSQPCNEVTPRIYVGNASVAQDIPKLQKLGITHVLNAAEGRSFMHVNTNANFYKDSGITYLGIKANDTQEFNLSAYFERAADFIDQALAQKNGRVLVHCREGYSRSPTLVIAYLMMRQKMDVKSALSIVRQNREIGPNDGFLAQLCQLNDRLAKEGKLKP
FadD28 binding: inhibitors of FadD28 bisubstrate probe binding, primary screen, biochemical, fluorescence polarization, single point; hit rate 0.22% among 360,000; inhibition, % at 12.5 µM; AID 588549, 2011; in the data active means inhibition above about 8.5%, passing the limit was not always enough; inconclusive means no clear call, values can overlap the other calls
Mtb UGM inh: M. tuberculosis UGM enzyme inhibitors, primary screen, biochemical, fluorescence polarization, single point; UDP-galactopyranose mutase (Mycobacterium tuberculosis (strain ATCC 25618 / H37Rv)), …; purified UGM, fluorescence polarization probe displacement; inhibition, % at 10 µM; hit rate 0.06% among 320,000; AID 504406, 2011; in the data active means inhibition above about 10%, passing the limit was not always enough; inconclusive means no clear call, values can overlap the other calls
BoNT-F LC inh: BoNT/F light chain protease inhibitors, primary screen, biochemical, flow cytometry, MLPCN library; Botulinum neurotoxin type F light chain protease (Clostridium botulinum); Multiplex microsphere protease cleavage assay; inhibition, % at 10 µM; hit rate 0.22% among 360,000; AID 588497, 2011; in the data active means inhibition above about 35%, passing the limit was not always enough; inconclusive means no clear call, values can overlap the other calls; further: plate controls were buffer without enzyme for full effect and enzyme alone for no effect
GDH-TPI counter: GDH-TPI coupling enzyme inhibitors, primary screen, artefact control for M. tuberculosis FBA inhibitor project, biochemical, absorbance, full deck; GDH-TPI coupled enzyme counterscreen, NADH absorbance; inhibition, % at 4.8 µM; hit rate 1.2% among 360,000; AID 588335, 2011;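 further: 0% = DMSO wells and 100% = wells lacking the enzyme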
CCHFV vOTU inh: CCHFV vOTU protease inhibitors, primary screen, biochemical, Pep-AMC substrate, fluorescence; Crimean-Congo hemorrhagic fever virus L polyprotein viral ovarian tumor (vOTU) protease …; inhibition, % at 11.5 µM; hit rate 0.55% among 370,000; further: 0% = vehicle wells with enzyme and 100% = no enzyme wells
Rv3671c inh: Rv3671c serine protease inhibitors, primary screen, biochemical, fluorescence polarization, M. tuberculosis H37Rv; P9WHR9; inhibition, % at 5.96 µM; hit rate 0.048% among 320,000; in the data active means inhibition above about 38%;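 further: extracellular domain of Rv3671c used as enzyme; 0% = enzyme with DMSO and 100% = no enzyme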
Target sequence (P9WHR9 whole entry, looked up, the tested form may be a part): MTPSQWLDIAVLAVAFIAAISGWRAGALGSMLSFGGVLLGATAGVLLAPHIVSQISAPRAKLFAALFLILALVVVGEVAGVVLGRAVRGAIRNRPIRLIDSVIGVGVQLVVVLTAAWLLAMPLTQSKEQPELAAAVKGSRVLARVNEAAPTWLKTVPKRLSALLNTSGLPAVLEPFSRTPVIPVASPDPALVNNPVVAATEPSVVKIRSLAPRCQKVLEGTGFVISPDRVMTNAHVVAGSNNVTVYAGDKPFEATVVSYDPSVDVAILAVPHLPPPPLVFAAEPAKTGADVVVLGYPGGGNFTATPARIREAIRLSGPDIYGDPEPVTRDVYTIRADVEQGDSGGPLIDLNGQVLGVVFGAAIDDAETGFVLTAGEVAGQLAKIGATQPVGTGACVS
Starred values were filed as active, the others as inactive; ? = inconclusive; . = no result given. Unless noted, no stated cut-off is given here; in the data, active means inhibition above about 30%; inactive means the rest.

SMILES	BioA inh	MazF activator	Mtb FBA inh	VHR inh abs	FadD28 binding	Mtb UGM inh	BoNT-F LC inh	GDH-TPI counter	CCHFV vOTU inh	Rv3671c inh
CN(C)CCNC(=O)c1[nH]nc2c1CCc1ccccc1-2	0.2	8	2	11	-1.5	1.0	-6	9	2	-8
COc1cc2c(cc1OC)C(C)N(C(=O)c1cc3c(s1)-c1ccccc1OC3)CC2 (stereo not given)	-1.4	7	59*	-4	-3.3	-0.7	-3	19	-30	-13
O=C(Nc1ccc(S(=O)(=O)N2CCc3ccccc3C2)cc1)c1ccccc1	.	-3	-2	2	0.7	0.4	-2	-4	-18	-101
CSc1nc2nc(C)c(CCC(=O)OCC(=O)Nc3ccc(F)cc3)c(C)n2n1	2.3	2	5	.	-0.6	.	-5	-8	-3	.
Cc1cc(C)cc(N2CC(C(=O)NC3CCCCC3)CC2=O)c1 (stereo not given)	-2.7	-4	3	26	1.7	0.0	1	-1	3	-1
COc1ccc(S(=O)(=O)N2CCOCC2)cc1NC(=O)CSc1nnc(C2CC2)n1C1CC1	-0.7	7	1	.	-1.5	-1.1	-1	3	-1	0
CC(=O)Nc1nnc(SCC(=O)NCC2CCCO2)s1 (stereo not given)	-0.1	4	-2	7	-3.1	-2.1	-3	-2	3	-7
COc1ccc(CNC(=O)CSc2n[nH]c(C)c2[N+](=O)[O-])cc1	.	-2	3	-10	-1.8	0.6	-18	4	-4	0
O=C(COc1ccccc1[N+](=O)[O-])Nc1ccc2c(c1)CCC2	-5.7	8	5	.	-1.6	-0.9	-5	2	7	-17
COc1ccccc1C(=O)NCCC(=O)NCC(C)(C)N1CCOCC1	-2.8	-5	1	0	-0.9	0.6	-1	1	6	0
COc1cc(/C=C/C(=O)O)cc(S(=O)(=O)Nc2cc(C(F)(F)F)ccc2N2CCOCC2)c1OC	-0.9	1	-2	.	-2.3	2.6	.	3	27	0
O=C(Nc1ccccc1)Nc1ccc(-n2ccc(C(F)(F)F)n2)cc1	0.9	2	1	9	-0.4	-0.4	4	8	-4	-5
CN(Cc1ccccc1)Cc1nc2scc(-c3ccccc3)c2c(=O)[nH]1	-1.0	-11	0	11	-3.9	-0.1	2	-6	20	-1
O=S(=O)(c1ccc(Cl)cc1)c1cnc2ccccc2n1	-3.6	0	-1	-4	-3.0	-1.8	4	4	-4	-4
CC(=O)c1ccc(OCCCC(=O)Nc2cc(S(=O)(=O)N(C)C)ccc2C)cc1	.	-9	2	-13	-0.1	-1.4	3	4	-6	-3
COC(=O)[C@]1(C)N[C@H](CN(C)S(=O)(=O)c2ccccc2)[C@@H]2C(=O)N(C)C(=O)[C@@H]21	-1.8	2	.	.	-2.0	.	0	.	-4	1
Cc1cccc([C@@H]2C[C@H]3CN(Cc4cccc(Cl)c4)C(=O)[C@]34CCCN24)n1	0.1	-6	6	31	-1.3	-0.8	1	-3	5	0
Cc1c(Cl)c([N+](=O)[O-])nn1CC(=O)NCc1cccs1	0.0	3	-1	-7	0.7	0.6	1	11	-1	2
Cc1ccc(NS(=O)(=O)c2ccc(NC(=O)C3CCCO3)cc2)cc1 (stereo not given)	0.2	3	2	-16	-4.4	-2.4	-8	-4	15	-13
Cn1c2c(c(=O)n(C)c1=O)C(NS(=O)(=O)c1ccccc1)(C(F)(F)F)C(=O)N2 (stereo not given)	-3.8	5	0	19	-1.9	0.6	0	5	-9	-8
CCOC(=O)c1cnn(-c2ccccc2)c1N	1.2	4	6	24	2.3	0.0	-7	-5	-10	-4
Cc1nc(SCC(=O)NC(C)c2ccccc2)c2oc3ccccc3c2n1 (stereo not given)	-0.1	-32	-1	26	-3.2	-1.4	1	4	-2	-3
CCCCCC(=O)N1CC2(CC(c3cccc(NC(=O)c4ccccc4)c3)=NO2)C[C@@H]1C(N)=O (stereo not given in full)	4.5	-2	-1	-17	-3.3	0.2	-5	-14	6	2
Cc1nc(-c2ccc(C(=O)Nc3ccccc3F)cc2)cs1	.	6	2	28	-0.1	-1.2	2	0	-14	-11
CC(=O)c1ccc(N2CCN(C(=S)Nc3ccccc3F)CC2)cc1	.	4	3	-4	-2.8	-2.1	-2	28	8	-8
C[C@@H]1CN(C(=O)c2nc3ccc(Cl)cn3c2CN2CCc3sccc3C2)C[C@H](C)O1	1.7	-1	1	12	-0.1	4.2	-6	3	-1	-3
CN(C(=O)c1cccc(NC(=O)Cc2cccc(NC(=O)C3CCCN(C(=O)C4CC4)C3)c2)c1)C1CCC1 (stereo not given)	0.0	2	-1	.	-3.4	.	1	8	0	.
CCN1CCN(CCNC(=O)c2ccc(CS(=O)c3ccc(Cl)cc3)o2)CC1 (stereo not given)	0.2	-1	1	-37	-4.6	-1.3	2	-3	2	9
Cc1cc(C)cc(NC(=O)C(OC(=O)c2cccs2)c2ccccc2)c1 (stereo not given)	-1.6	0	-2	13	1.0	-0.9	0	7	-13	-30
CCC(=O)c1ccc(OCC(O)CN2C(=O)NC(C)(C)C2=O)cc1 (stereo not given)	-0.2	6	-2	29	-3.1	-1.0	-10	-9	-3	0
Cc1ccc(S(=O)(=O)NCC(C)n2nc(C)nc2C)cc1 (stereo not given)	-2.7	6	0	45	0.1	-1.2	-18	-2	3	5
Cc1ccccc1NC(=O)CSc1nnc(CNC(=O)c2ccco2)n1C	0.6	6	0	.	1.5	.	-2	5	-8	6
COCc1cc(C)[nH]c(=O)c1C(=O)NC12CC3CC(CC(C3)C1)C2	.	-2	-1	26	0.4	0.6	2	2	7	-4
CCN(CC)c1ccc(C(=S)N2CCN(c3ccccc3)CC2)cc1	-4.2	3	2	22	1.2	-2.4	-11	23	-1	11
Cc1ccc(N2CC(C(=O)NCc3ccc4c(c3)OCO4)CC2=O)cc1C (stereo not given)	-0.6	-13	-1	-9	1.3	-1.7	-2	10	9	3
Fc1ccccc1N1CCN(c2nnnn2-c2ccccc2)CC1	0.7	5	3	33	-0.5	-2.1	-9	14	3	2
Cc1cc(N2CC(C(=O)NCc3cccnc3)CC2=O)ccc1C(C)C (stereo not given)	3.2	7	3	24	-3.2	-0.1	-18	-8	-10	-5
CCc1cc2c(=O)c(-c3nc4ccccc4n3C)c(C)oc2cc1OC(C)=O	2.0	-1	0	21	-2.4	-0.8	-9	9	-8	3
NC(=S)N/N=C1\CC(n2nnnc2-c2ccccc2)C2COC1O2 (stereo not given)	-0.6	-2	1	15	-2.3	0.0	-15	3	1	-4
O=C1CC2(CCN(C(=O)COc3ccc(Cl)cc3)CC2)Oc2ccccc21	.	0	8	.	-1.5	3.1	7	5	-12	-6
C=CCn1c(SCC(=O)c2cc(C)n(Cc3cccs3)c2C)nnc1-c1ccncc1	1.5	2	0	0	-0.9	1.5	0	3	4	1
CCN1CCN(c2nc3c(C)cccn3c(=O)c2/C=C(\C#N)C(=O)NCCCOC)CC1	0.5	8	143*	12	-2.9	2.7	8	-5	-81	0
CCCn1nc(C(=O)NCc2ccc3c(c2)OCO3)c2ccccc2c1=O	2.1	6	6	16	-1.2	-1.5	-2	-5	5	3
COc1ccc(CC(=O)NNC(=O)CN(C)S(=O)(=O)c2ccc(Cl)cc2)cc1OC	-1.5	8	2	.	-1.1	3.3	-2	7	-2	-5
CC1CCN(c2ccc(C(=O)O)cc2N)CC1	0.1	5	12	22	1.4	1.6	-3	9	5	5
Cc1ccc(NC(=O)CCN2C(=O)c3cccc([N+](=O)[O-])c3C2=O)c(Br)c1	-2.0	2	1	4	-0.7	0.3	?	1	-4	1
Cc1ccc(S(=O)(=O)NCc2ccccn2)c(C)c1C	-1.2	4	1	-14	-0.6	-0.4	28	-4	-2	-1
CC(c1ccccc1)N(CCC(c1ccccc1)C1CCOC(C)(C)C1)C(=O)c1ccco1 (stereo not given)	-1.7	-8	-3	32	-1.8	4.9	-7	-2	18	4
C=CCNC(=S)NC(=O)c1oc2ccccc2c1C	.	3	0	22	-3.6	3.3	-2	11	-9	-7
CC1CN(/C=C/C(=O)C(F)(F)F)CC(C)O1 (stereo not given)	0.3	-16	-3	-25	-2.0	2.8	-5	24	-2	10
(cont.)
SMILES	BioA inh	MazF activator	Mtb FBA inh	VHR inh abs	FadD28 binding	Mtb UGM inh	BoNT-F LC inh	GDH-TPI counter	CCHFV vOTU inh	Rv3671c inh
CCOc1ccccc1-n1nnnc1SCC(=O)OC	2.2	1	-2	14	-0.8	3.0	1	-2	1	-6
CCOC(=O)/C=C1\SCC(=O)N1CC(=O)NC1CCCCC1	-1.0	7	2	40	-2.2	0.5	-11	-1	-5	-15
CCn1cnc2sc(C(=O)Nc3ccccc3OC)c(C)c2c1=O	-3.5	-20	2	21	-0.4	-1.6	1	13	-4	-6
O=C1CCC(C(=O)NCCN2C(=O)S/C(=C\c3cccnc3)C2=O)=NN1	.	3	2	16	-1.0	1.5	0	19	-4	6
CCCCSC(=S)N(C)C1CCS(=O)(=O)C1 (stereo not given)	0.3	2	-1	8	-2.6	2.1	-3	-9	9	0
Cc1ccc2nc(NC(=O)CSCC(=O)Nc3cc(C)on3)sc2c1	-0.6	1	6	.	-1.4	4.5	.	4	10	1
COc1cc(Nc2nc(SCC#N)nc3ccccc23)cc(OC)c1OC	22	6	2	22	-2.0	-1.8	0	5	-3	7
OCc1nc2ccccc2n1CCc1ccccc1	-2.1	5	4	4	0.8	-1.8	.	9	-10	3
CC(=O)c1ccc(OCc2cc(C(=O)N3CCN(c4ccccc4)CC3C)no2)cc1 (stereo not given)	3.3	8	0	-4	2.0	-0.4	-6	3	3	-2
CCCCOc1ncnc2c1[nH]c1ccc(OCC)cc12	-0.4	-4	8	7	-3.1	-2.2	1	9	-17	3

Full records, looked up by structure. Order of screens: BioA inh, MazF activator, Mtb FBA inh, VHR inh abs, FadD28 binding, Mtb UGM inh, BoNT-F LC inh, GDH-TPI counter, CCHFV vOTU inh, Rv3671c inh
`CCCCOc1ncnc2c1[nH]c1ccc(OCC)cc12` is listed with -0.4, -4, 8, 7, -3.1, -2.2, 1, 9, -17, 3
`CCn1cnc2sc(C(=O)Nc3ccccc3OC)c(C)c2c1=O` is listed with -3.5, -20, 2, 21, -0.4, -1.6, 1, 13, -4, -6
`CC(=O)c1ccc(OCc2cc(C(=O)N3CCN(c4ccccc4)CC3C)no2)cc1` (stereo not given) is listed with 3.3, 8, 0, -4, 2.0, -0.4, -6, 3, 3, -2
`CCOC(=O)/C=C1\SCC(=O)N1CC(=O)NC1CCCCC1` is listed with -1.0, 7, 2, 40, -2.2, 0.5, -11, -1, -5, -15
`Cc1ccc2nc(NC(=O)CSCC(=O)Nc3cc(C)on3)sc2c1` is listed with -0.6, 1, 6, ., -1.4, 4.5, ., 4, 10, 1

Carrying on.
SMILES	BioA inh	MazF activator	Mtb FBA inh	VHR inh abs	FadD28 binding	Mtb UGM inh	BoNT-F LC inh	GDH-TPI counter	CCHFV vOTU inh	Rv3671c inh
O=C1C(Cc2ccccc2)Nc2ncnc(N3CCCCC3)c2N1Cc1ccc(Cl)cc1 (stereo not given)	-2.9	-9	4	.	0.0	0.2	7	9	.	-3
Cc1cccc(NS(=O)(=O)c2ccc(-n3cccn3)cc2)c1C	0.7	-1	7	-1	1.3	-1.7	0	10	1	-1
O=C(ON=C1CCN(S(=O)(=O)c2ccccc2)CC1)c1ccc(F)cc1	0.5	8	2	9	-2.5	2.2	-6	1	-5	5
CC[C@]12c3[nH]c4ccccc4c3CCN1C(=O)C(CC(=O)NCCCN(C)C)C[C@@H]2C(=O)N1CCN(C(=O)c2ccco2)CC1 (stereo not given in full)	0.2	2	-2	.	-0.9	-0.7	0	5	9	4

Screens (PubChem BioAssay)
